Screens from PubChem.
DT40 TDP1 CPT = qHTS for Inhibitors of human tyrosyl-DNA phosphodiesterase 1 (TDP1): qHTS in cells in presence of CPT; chicken DT40 Tdp1-/-;hTDP1 cells + 20 nM CPT, ATP luminescence, 48 h; Potency, µM (highest dose often 46.2 µM), for the others: top-dose activity change, negative = growth inhibition, actives largely listed as inhibitors; AID 686979, 2013; 420,000 tested, 12% active; active = well fitted inhibition curve with a large enough effect; inconclusive = small, poorly fitted or top-dose-only effect; note: nearly all actives have a fitted effect of over 55% in size
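Chicken DT40 Tdp1-/- cells complemented with human TDP1, 400 cells/well, exposed to compounds plus 20 nM camptothecin for at least 48 h at 37 C; viability read as ATP content by CellTiter-Glo luminescence.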
Numbers without * were called inactive; ? = inconclusive; & = joins results of further samples; [ ] = remark or other dose. % is set by controls: 0 for no effect and ±100 for the full control effect; potency is the fitted concentration of half-maximal effect. Only part of the results is shown; the hit share may differ from the screen's.

Structure,DT40 TDP1 CPT
Cc1ccc(OCCC(=O)OCC(=O)NCCNC(=O)COC(=O)CCOc2ccc(C)cc2)cc1,-8.9%
CC(C)COC(=O)N(C)C[C@@H]1OCc2cnnn2CCCC(=O)N([C@H](C)CO)C[C@@H]1C,-0.7%
CCOC(=O)[C@]12CCC=C1N(Cc1cccc3ccccc13)C(=O)[C@H](CC(=O)N1CCC(c3ccccc3)CC1)C2,?
CCCN(C)C1CN(Cc2cn(Cc3ccc(C(F)(F)F)cc3)nn2)S(=O)(=O)C1 (centres undefined),?
COc1ccc(Cn2cc(CN3CC(N4CCN(C)CC4)CS3(=O)=O)nn2)cc1 (centres undefined),5.8%
O=C(NCc1ccc(F)cc1)c1cc(C2CCCN(C(=O)c3ccc4ccccc4c3)C2)on1 (centres undefined),16.4µM*
COc1ccc(S(=O)(=O)N[C@H]2CC[C@H](CCNC(=O)c3ccccc3F)O[C@@H]2CO)cc1,-25.9%
CC(O)(COc1ccccc1)c1ccc2c(c1)CN(Cc1cn[nH]c1-c1ccc(F)cc1)CCO2 (centres undefined),?
COCCNc1nc(NCCOC)c2sc(-c3ccccc3)cc2n1,25.9µM*
CCOC(=O)[C@]12CCC=C1N(Cc1ccc3c(c1)OCO3)C(=O)[C@H](CC(=O)NCCCCc1ccccc1)C2,?
COC(=O)c1ccc2nc(-c3ccc(OC)c(OC)c3)c(CC3CCCCC3)n2c1,?
COC(=O)C(CCC(=O)CN1C(=O)c2ccccc2C1=O)N1C(=O)c2ccccc2C1=O (centres undefined),-6.7%
COCOCCn1cc(CN2CCS(=O)(=O)N(Cc3ccc(-c4cccc(N(C)C)c4)cc3)C(C(C)C)C2=O)nn1 (centres undefined),14.6µM*
C[C@@H]1CN([C@@H](C)CO)C(=O)CCCn2nncc2CO[C@H]1CN(C)S(C)(=O)=O,-15.8%
Cc1cc2c(cc1C)-n1nnnc1C(N1CCN(CC(=O)NC(C)C)CC1)C(=O)N2 (centres undefined),?
COc1ccc(NC(=O)C2c3ccccc3OCC(=O)N2C2CC2)cc1 (centres undefined),-2.8%
Cc1ccc(-c2cc3nc(NCCc4ccncc4)n(C)c(=O)c3s2)cc1,23.1µM*
CCOC(=O)C1CCCN(C(=O)c2cc(-c3cccs3)oc2C)CC1 (centres undefined),?
O=C1c2cccc(-c3ccc(C(F)(F)F)cc3)c2C2CCCCN12 (centres undefined),?
Cc1cccc(C)c1NC(=O)C1(C)CSCC(=O)N1C1CCN(Cc2ccccc2)CC1 (centres undefined),-1.7%

Exported with each value named: part of the list above
COC(=O)c1ccc2nc(-c3ccc(OC)c(OC)c3)c(CC3CCCCC3)n2c1
  DT40 TDP1 CPT: ?
COC(=O)C(CCC(=O)CN1C(=O)c2ccccc2C1=O)N1C(=O)c2ccccc2C1=O (centres undefined)
  DT40 TDP1 CPT: -6.7%

Carrying on.
Structure,DT40 TDP1 CPT
CC(=O)Nc1cccc(-c2csc(C(C)(O)c3ccc(F)c(F)c3)n2)c1 (centres undefined),?
COc1ccc(C#Cc2cccc(-c3nc(C(=O)N4CCN(C)CC4)cc4c3[C@H](CCO)N(S(=O)C(C)(C)C)C4)c2)cc1OC (some centres undefined),-28.8%
COc1ccc(C(O)c2nc(-c3ccc(F)c(Cl)c3)cs2)cc1 (centres undefined),?
COc1cc(OC)c(C(=O)c2ccccc2[N+](=O)[O-])c(OC)c1,24.4%
Cc1cc(Br)c2nc(-c3ccccc3)c(Cc3cccc(Cl)c3)n2c1,?
COc1cc(OC)cc(-c2c(Sc3ccccc3)c3cc(-c4ccc(OC)c(OC)c4)ccc3n2C)c1,-5.2%
CC1(C(=O)NCC2CC2)Cc2c(-c3cccc(C(F)(F)F)c3)ccnc2O1 (centres undefined),5.8µM*
CC(C)(C)NC(=O)C(C1CC1)n1c(=O)c(-c2ccccc2)nc2ccccc21 (centres undefined),?
COc1ccc(-n2c(COc3ccc(Cl)cc3Cl)n[nH]c2=S)cc1,?
Cc1ccc(C(O)c2ncc(-c3ccc(Cl)cc3)[nH]2)cc1F (centres undefined),?
C[C@@H]1CCCCO[C@H](CN(C)C(=O)c2ccccc2)[C@@H](C)CN([C@H](C)CO)C(=O)c2cc(NC(=O)c3ccncc3)ccc2O1,7.9%
CCCCN(C)c1c(C)nc2ccc(C(=O)Nc3cc(-c4ccccc4)ccc3OC)cn12,13µM*
CC1=C(C(=O)OC(C)C)C(c2ccc(Cl)cc2)n2c(sc(=Cc3ccc(OCC(=O)O)cc3)c2=O)=N1 (centres undefined),?
CSc1ccc(CN2CCC(C)(Oc3cnc(Cl)c4ccccc34)C2)cc1 (centres undefined),?
CC1(C(=O)NS(=O)(=O)c2ccccc2)CCN1C(=O)c1ccc(C2CCCCC2)cc1 (centres undefined),-8.7%
COc1cccc(NC(=O)C2(C)CCN2Cc2ccc(OC(C)C)cc2)c1 (centres undefined),?
O=C(NCc1cccnc1)C(=O)NCC1OCCCN1S(=O)(=O)c1cc(F)ccc1F (centres undefined),-3.6%
COc1ccccc1Cc1c(C2CCCCC2)nc2ccc(Br)cn12,8.2µM*
CN(CCC#N)c1ccc(C=C(C#N)c2ccc(Br)cc2)cc1,?
O=C(/C=C/[C@H]1O[C@@H](n2ccc(=O)[nH]c2=O)[C@H](O)[C@@H]1O)NC(c1ccccc1)c1ccccc1,6.4%

4 entries out of the list, arranged by molecular weight, largest number first.
Structure,DT40 TDP1 CPT
COc1ccc(C#Cc2cccc(-c3nc(C(=O)N4CCN(C)CC4)cc4c3[C@H](CCO)N(S(=O)C(C)(C)C)C4)c2)cc1OC (some centres undefined),-28.8%
COc1cc(OC)cc(-c2c(Sc3ccccc3)c3cc(-c4ccc(OC)c(OC)c4)ccc3n2C)c1,-5.2%
CC1(C(=O)NCC2CC2)Cc2c(-c3cccc(C(F)(F)F)c3)ccnc2O1 (centres undefined),5.8µM*
Cc1ccc(C(O)c2ncc(-c3ccc(Cl)cc3)[nH]2)cc1F (centres undefined),?

Next section:
Structure,DT40 TDP1 CPT
c1ccc2c(c1)CN1C(=N2)COc2ccccc2C1c1nc2ccccc2[nH]1 (centres undefined),?
CCOC(=O)C1(C)CCN1C(=O)c1cc(C)n(C(C)(C)C)n1 (centres undefined),-25.1%
Cc1ccc(S(=O)(=O)N2CCCCC2)cc1NC(=O)CCNC(=O)c1ccccc1Cl,-14.2%
COc1cc(/C=C/C(=O)O[C@H]2CC[C@]34C[C@]35CC[C@]3(C)[C@@H]([C@H](C)CCC=C(C)C)CC[C@@]3(C)[C@@H]5CC[C@H]4C2(C)C)ccc1O,7.4%&8.4%
CCOC(=O)C1=C(C)N=c2sc(=Cc3cc(Cl)c(OCC(=O)O)c(Cl)c3)c(=O)n2C1c1cccc(OC)c1 (centres undefined),16.4µM*
CC1(C)C(\C=C/C=C\C=C/C=C2/N(CCCCS(=O)(=O)O)c3ccc4ccccc4c3C2(C)C)=[N+](CCCCS(=O)(=O)[O-])c2ccc3ccccc3c21,?
CCOC(=O)c1cc2cc(OC)ccc2n1C1CCN(CCc2ccccc2)CC1,?
O=S1(=O)C[C@H](N2CCCC2)[C@@H](COCc2ccccc2)N1,0.1%
CC1(C(=O)Nc2ccc3c(c2)OCO3)CCN1C(=O)C1(c2ccc(Cl)cc2)CC1 (centres undefined),?
CC(=O)C1=CCC(c2ccccc2)N(S(=O)(=O)c2ccc(Cl)cc2)C1 (centres undefined),?
CC1(C(=O)Nc2cccc(OC(F)(F)F)c2)Cc2c(-c3cccc(C(N)=O)c3)ccnc2O1 (centres undefined),?
COc1ccc(-c2nc3ccccc3n(CC(C)C)c2=O)cc1,-14.1%
Cc1ccc([C@@]2(OC(=O)c3ccccc3)C(=O)N(C(=O)OC(C)(C)C)c3ccccc32)cc1,-23.1%
C#Cc1cc(N2CCN(C(=O)c3ccoc3)CC2)n2nc(-c3cccc(Cl)c3)cc2n1,7.31µM*
CC(=O)c1ccc(Nc2nc(CN)cs2)cc1,?
CCC(=O)N1CCCC(C)(C(=O)NS(=O)(=O)c2ccccc2Cl)C1 (centres undefined),-0.6%
OC(c1ccccc1)(c1ccccc1)C1CCN(CCCOc2ccccc2Cl)CC1,20.6µM*
CCOC1=C2[C@H](c3ccc(C)cc3)N(S(=O)(=O)c3ccc(C)cc3)C[C@H]2n2c(=O)n(-c3ccccc3)c(=O)n2C1,-5.1%
CCOC(=O)c1cc(-c2sc(NC(=O)c3ccccc3)nc2C)n(CCO)n1,?
CC1=C(C(=O)N(C)C)CC(CC(=O)NC2CCCCC2)C(=O)N1Cc1ccc(C(C)(C)C)cc1 (centres undefined),?
CC1(c2nc3ccccc3[nH]2)c2ccccc2C(=O)N1C1CC1 (centres undefined),2.0%
CN(CCO)C(=O)c1cn(C2CCN(Cc3cccc(C(F)(F)F)c3)CC2)nn1,9.1%
CCc1nc2cc(C(=O)N3CCC[C@H]3C(=O)OC)cc(NC(=O)c3ccccc3OC)c2n1C,18.5%[9.04 µM]
Cc1cnc(-n2ncc(C(=O)NCCN3CCOCC3)c2C2CC2)nc1-c1cccs1,21.1%
O=C1Nc2cc(C(=O)N3CCOCC3)ccc2S/C1=C/c1ccccc1F,16.4µM*
CC1(C)CC(=O)C=C(c2n[nH]nc2C2CC2)C1,1.6%
CCc1nc2ccc(C(=O)N(C)Cc3ccco3)cn2c1N(C)Cc1ccc(OC)cc1,?
COC(=O)CCCn1cc(CN2CC(N3CCN(C)CC3)CS2(=O)=O)nn1 (centres undefined),-1.1%
CN1CC(O)c2cc(N=NC(N)=O)c(O)cc21 (centres undefined),-15.8%
CCCCN(C=O)c1c(CC)nc2c(OCCOc3ccc(F)cc3)cccn12,?
Cc1ncc2c(c1CNC(=O)c1ccsc1)CCN(C(=O)c1c(F)cccc1Cl)C2,3.2%[9.04 µM]
CC1(C(=O)NS(=O)(=O)c2cccc(C#N)c2)CCN1C(=O)c1ccco1 (centres undefined),16.6%
NC(=O)COCCN1CCN(C(c2ccccc2)c2ccc(Cl)cc2)CC1 (centres undefined),?
COc1cc(C(=O)NCCNc2nc3c(C)cccc3cc2C#N)cc(OC)c1OC,-13.4%
O=C([C@@H]1C[C@@H](Sc2nc3ccccc3[nH]2)CN1Cc1ccc(Cl)cc1)N1CCN(c2ccccc2F)CC1,?
Cc1ccc2nc3n(c(=O)c2c1)-c1cc2ccccc2cc1C(=O)NC3CC(C)C (centres undefined),16.4µM*
N#CC(c1cccc([N+](=O)[O-])c1)C(CC(=O)c1ccccc1)c1ccccc1 (centres undefined),18.4µM*
CC(C)[C@@H]1Cc2[nH]c(=S)[nH]c(=O)c2[C@H](CCc2ccccc2)O1,?
COc1ccc(CN(C)C[C@@H]2OCCCC[C@H](C)Oc3ccc(NC(=O)Cc4ccccc4)cc3C(=O)N([C@@H](C)CO)C[C@@H]2C)cc1,8.2%
COC(=O)[C@]12CCCCC=C1N(Cc1ccc3c(c1)OCO3)C(=O)[C@H](CC(=O)N1CCCC1)C2,?
COc1ccc(NC(=O)N(C)[C@H]2C[C@H]3c4[nH]c5ccc(-c6cccc(C)c6)cc5c4CCN3C[C@H]2[C@H](C)O)cc1,?
CC(=O)Nc1ccc(-c2ccnc3c2CC(C(=O)Nc2ccc(Cl)c(C(F)(F)F)c2)O3)cc1 (centres undefined),20.6µM*
CCOC(=O)c1ccccc1NC(=O)COC(=O)C(CC)Oc1ccccc1 (centres undefined),-9.4%
O=C1NC[C@H](CCCCN2C[C@H](Cc3ccc(O)cc3)N(CCC3CCCCC3)C(=O)C2=O)N(CC2CCCCC2)C1=O,2.9%
CCOC(=O)[C@]12CCC=C1N(Cc1ccc3c(c1)OCO3)C(=O)[C@H](CC(=O)NCC13CC4CC(CC(C4)C1)C3)C2,?
CCOc1ccccc1NC(=O)COC(=O)C1COc2ccccc2O1 (centres undefined),-0.6%
CCCCC1Cc2[nH][nH]c(=O)c2C(c2ccc(Cl)cc2)O1 (centres undefined),-10.1%
Cc1ccc(S(=O)(=O)NC(C)C(=O)OCC(=O)Nc2sccc2C(N)=O)cc1 (centres undefined),-9.2%
COC(=O)[C@H]1C[C@@]2(O)CN(S(=O)(=O)c3ccc(C)cc3)C[C@@]2(OC(=O)NCC2CCCCC2)C[C@H]1C(=O)OC,-16.4%
CC(C)(C)c1ccc(C(O)c2ncc(-c3ccccc3F)[nH]2)cc1 (centres undefined),?
Cc1csc(C(C)N(C)C(=O)c2cnn(-c3nccc(-c4cc(C)sc4C)n3)c2C)n1 (centres undefined),-5.6%[9.04 µM]
O=C(c1ccc2c(c1)OCO2)c1ccc[nH]1,-21.8%
Cc1nc(C)n(CC(=O)NCC2Cc3cc(-c4cccc(OC(F)(F)F)c4)ccc3O2)n1 (centres undefined),-91.1%
C[C@@]12CC(=O)C3=C(CCCC3=O)N1CCc1ccccc12,-4.2%[9.04 µM]
COc1ccc(CN2CCOc3ccc(CN4CCCCC4CO)cc3C2)c(OC)c1 (centres undefined),3.8%[9.04 µM]
COC(=O)[C@]12CCCCC=C1N(CCC1=CCCCC1)C(=O)[C@H](CC(=O)NCc1ccc(OC)c(OC)c1)C2,?
COc1cc(C(=O)NC2CC(C)CC(C)(C)C2)cc(OC)c1OC (centres undefined),-26.6%
CN(Cc1ccccc1)C(=O)Nc1c(Cl)cccc1Cl,-5.1%
